# FEN1 inh – inhibitors of human flap endonuclease 1 | Potency, µM (series often up to 114 µM), for inactives: at the highest dose activity change, negative = inhibition, actives largely listed as inhibitors | Recombinant FEN1 flap cleavage, fluorescence, 15 min | P39748 | AID 588795 | 390,000 tested, 0.35% active; also: nearly all actives have a fitted effect of over 65% in size
# Target sequence (P39748 whole entry, looked up): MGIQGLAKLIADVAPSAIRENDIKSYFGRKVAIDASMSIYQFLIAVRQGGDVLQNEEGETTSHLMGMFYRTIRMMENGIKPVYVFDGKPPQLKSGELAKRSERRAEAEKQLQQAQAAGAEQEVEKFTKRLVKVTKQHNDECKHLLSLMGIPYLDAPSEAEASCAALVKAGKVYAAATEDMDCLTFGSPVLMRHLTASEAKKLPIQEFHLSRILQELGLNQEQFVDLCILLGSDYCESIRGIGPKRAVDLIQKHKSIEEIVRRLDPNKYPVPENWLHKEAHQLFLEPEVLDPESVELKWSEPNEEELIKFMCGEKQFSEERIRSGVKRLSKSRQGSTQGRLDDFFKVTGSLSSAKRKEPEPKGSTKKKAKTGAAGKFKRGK
#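 With each library titrated from low to high concentration, compounds met 10 nM FEN1 for 15 min at room temperature before 50 nM substrate was added; readings at 0 and 15 min fed four-parameter Hill curve fits.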
# N370S GC – inhibits or activates N370S mutant glucocerebrosidase. 330,000 tested, 0.092% active. N370S GC spleen homogenate, 4MU-glucoside fluorescence. AID 2101. Potency, µM (series often up to 59.4 µM), without a hit: at the highest dose activity change, negative = inhibition, hits mostly inhibitors;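 also: 0% = full enzyme activity and -100% = no enzyme basal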
# TDP1 block – inhibitors of human tyrosyl-DNA phosphodiesterase TDP1; Q9NUW8; recombinant TDP1, AlphaScreen DNA substrate cleavage; Potency, µM (titrated, usually from 130 µM), inactives show at the top dose activity change, negative = inhibition, most hits filed as inhibitors; 350,000 tested, 0.28% active; AID 485290; also: nearly all actives have a fitted effect of over 40% in size
# Target sequence (Q9NUW8 whole entry, looked up): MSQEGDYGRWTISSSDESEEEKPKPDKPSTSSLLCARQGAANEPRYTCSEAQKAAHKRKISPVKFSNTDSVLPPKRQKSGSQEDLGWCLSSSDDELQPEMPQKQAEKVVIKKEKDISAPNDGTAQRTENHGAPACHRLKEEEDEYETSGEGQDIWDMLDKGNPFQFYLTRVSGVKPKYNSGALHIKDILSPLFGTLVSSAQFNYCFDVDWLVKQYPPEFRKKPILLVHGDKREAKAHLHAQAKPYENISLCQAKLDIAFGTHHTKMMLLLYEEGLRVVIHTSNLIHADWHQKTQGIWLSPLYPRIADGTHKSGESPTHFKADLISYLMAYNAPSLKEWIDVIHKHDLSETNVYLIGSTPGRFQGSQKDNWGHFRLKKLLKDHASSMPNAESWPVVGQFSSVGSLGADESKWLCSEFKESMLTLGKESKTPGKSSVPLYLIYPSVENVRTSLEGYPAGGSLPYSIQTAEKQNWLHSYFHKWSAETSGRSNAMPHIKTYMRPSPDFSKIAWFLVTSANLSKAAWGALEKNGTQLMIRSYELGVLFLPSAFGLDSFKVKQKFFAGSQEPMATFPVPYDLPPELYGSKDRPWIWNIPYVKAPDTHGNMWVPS
#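 AlphaScreen read-out: signal falls as enzyme removes the 3' tyrosine-FITC from a 5'-biotinylated DNA oligo (15 nM, 5 min, RT). Enzyme was E. coli-made recombinant Tdp1 at 1 nM, exposed to compound for 15 min beforehand; beads 10 ug/ml, 10 min.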
# * hit, by the source's call; ? = inconclusive; · = no result given; & = joins results of further samples; [ ] = another dose, or the depositor's remark. Calls follow the shape of the dose curve; as a rule, active = well fitted curve in the direction sought with a large enough effect; inconclusive = small, poorly fitted or top-dose-only effect, or another doubt; inactive = no such curve, though single readings can be large; an effect the other way counts as inactive or inconclusive. Unless noted, % is scaled to controls: 0 for no effect and ±100 for the full control effect; potency is read from the fitted curve at half-maximal effect. Rows were taken by chance; about 0.53% have a hit in one of these screens.
TDP1 block,FEN1 inh,structure,N370S GC
10%,5%,Cc1ccccc1NC(=O)C1CCCN(S(=O)(=O)c2cccc3cccnc23)C1 (stereo not given),3%
0%,-5%,COc1ccccc1CN1CCN(Cc2nc(-c3cccs3)no2)CC1,-9%
2%,-13%,O=C(Cc1n[nH]c(=O)[nH]c1=O)N/N=C/c1ccccc1,1%
9%,-9%,Cc1ccc(-c2cc3c(n2-c2ccccc2F)CC(C)(C)CC3=O)cc1,·
8%,-11%,CCOc1ccc(S(=O)(=O)N2CCN(C(=O)c3cc(C4CC4)nn3-c3ccccc3)CC2)cc1,7%
1%,-1%,COc1ccc(C(=O)Nc2ccnn2C2CCN(Cc3cn(C)nc3C)CC2)cc1,5%
0%,-4%,Nc1ncc(-c2cc3ccccc3oc2=O)s1,-3%
1%,0%,O=S(=O)(Cc1cccc(F)c1)c1c[nH]c2ccccc12,-2%
8%,-1%,COc1cc2c(cc1OC)C(COc1ccc(C(C)C)cc1)N(C(=O)c1ccc(S(=O)(=O)N3CCCC3)cc1)CC2 (stereo not given),·
3%,79µM*,CCCCCCCCCCCCCCCC[n+]1cccc2ccccc21,?
7%,6%,Cc1cccc(NC(=O)CSc2nnc(-c3ccccc3C)o2)c1,4%
·,2%,Cc1ccc(NS(=O)(=O)c2cn(C)c(=O)n(C)c2=O)cc1C,-1%
0%,0%,COc1ccc(C2C(C(=O)Nc3ccccc3)=C(C)Nc3nc(SCC(=O)c4ccc(C)cc4)nn32)cc1 (stereo not given),·
2%,3%,O=C(CC1C(=O)NCCN1C(=O)c1ccc(F)cc1)OCc1ccccc1 (stereo not given),3%
0%[12.3 µM],-4%,CCc1ccc(-c2nc(SCC(=O)NCCOC)c(-c3ccc(C)cc3)[nH]2)cc1,·
0%,0%,COc1cc(C(=O)NCC(=O)Nc2c(C)cccc2C)ccc1OCc1ccccc1,·
·,17%,CCOC(=O)c1nnc2cc(C)nn2c1C,21%
2%[12.3 µM],-13%,COc1cccc(NC(=O)C2CCCN(S(=O)(=O)c3c(C)[nH]c(=O)[nH]c3=O)C2)c1 (stereo not given),·
3%,3%,Cc1nc([N+](=O)[O-])c(Br)n1CC(=O)c1ccc2ccccc2c1,0%[12.8 µM]
0%,3%,COc1ccc(C(=O)Nc2ccccc2SCc2cc(=O)n3nc(C)sc3n2)cc1OC,-1%
1%,-1%,O=C(CCC1CCCC1)NCCCN1CCOCC1,13%
5%,-7%,Cc1cccc(NC(NC(=O)c2ccccc2[N+](=O)[O-])C(Cl)(Cl)Cl)c1 (stereo not given),3%
0%,-1%,O=C(CNC(=O)C1CCCCC1)OCCOc1ccccc1,·
3%,-3%,COc1ccc(N(CC(=O)Nc2cccc(N(C)S(C)(=O)=O)c2)S(=O)(=O)c2ccc(F)cc2)cc1,-1%
0%,5%,COc1ccc(C2(CNC(=O)c3ccccc3)CCOCC2)cc1,5%
-7%,-18%,O=C1CC(c2ccccc2Oc2cccc(Cl)c2)C(n2cncn2)C(=O)C1C1NCCc2ccccc21 (stereo not given),3%
-19%,1%,O=C(CCNC(=O)c1ccccc1Cl)NN=Cc1ccco1,·
0%,19%,C[C@H](CO)N1C[C@H](C)[C@@H](CN(C)C(=O)Nc2ccccc2)Oc2ccc(NS(=O)(=O)c3ccc(F)cc3)cc2C1=O,·
0%,1%,CC(=O)Nc1ccc(N2C(=O)c3ccc(C(=O)Nc4nnc(SCc5ccc(F)cc5)s4)cc3C2=O)cc1,8%
5%,30%,COc1ccc(CNc2ccc(C(=O)O)cc2)cc1,-21%

# (continued)
TDP1 block,FEN1 inh,structure,N370S GC
6%,-10%,O=C(Nc1ccc2c(c1)CCC2)C1CCCN(c2ncccn2)C1 (stereo not given),8%
8%,-12%,COc1ccc(N2CCN(C(=O)CCNC(=O)c3ccc(C(C)(C)C)cc3)CC2)cc1,4%
2%,-1%,O=C(NC1CCCCC1)c1cc(-c2ccccc2O)on1,-3%
·,-1%,CCOC(=O)C1(CCOc2ccccc2)CCN(C(=O)c2ccc(-n3cccn3)cc2)CC1,6%
-4%,4%,CCOC(=O)C[n+]1c(C)csc1C,4%
-3%,-12%,CC(C)NC(=O)CSc1nc2ccccc2nc1N1CCCCC1,·
4%,0%,CCCCc1ccc(-c2csc(/C(C#N)=C\c3ccc(C)o3)n2)cc1,-2%
1%,0%,COc1ccc(-c2cc(O)cc(O)c2)cc1,4%
0%,15%,CCN(CC)C(=O)CSc1nnc(COc2ccccc2)n1N,2%
-1%,-14%,O=C(OCc1c(-c2ccccc2)ncc2ccccc12)c1ccc(Cl)cc1Cl,·
3%,-2%,Cc1ccccc1NS(=O)(=O)c1ccc(C2CNC(=O)C2)cc1 (stereo not given),2%
4%,-1%,CCN(c1cc(C)cc(C)c1)S(=O)(=O)c1nnc(NC(=O)C2CCCCC2)s1,·
-2%,-11%,COc1cccc(NC(=O)C2CC(=O)OC23CCOC(C)(C)C3)c1 (stereo not given),3%
4%,13%,CCc1ccc(NC(=O)Nc2ccc3c(c2)CCC3)cc1,6%
0%,9%,Cc1c(C(N)=O)nnn1-c1ccc(Br)cc1,·
5%,-2%,Clc1ccc(-c2nnc3c4ccccc4nc(N4CCOCC4)n23)cc1Cl,5%
-1%,-5%,Cc1ccc(-n2c(C)nnc2SCC(=O)NC2CC2)cc1,-2%
0%,0%,Cc1ccc(NC(=O)CSCC(=O)Nc2ccc(N3CCOCC3)cc2N2CCOCC2)cc1,-15%
0%,-25%,CCN(C[C@H]1N[C@@](Cc2ccccc2)(C(=O)OC)[C@H]2C(=O)N(Cc3ccccc3)C(=O)[C@@H]12)S(=O)(=O)c1ccc(-c2ccccc2)cc1,·
5%,-4%,CCOC(=O)Cc1csc(NC(=O)c2ccoc2C)n1,4%
-7%,-3%,Fc1cccc(CN2CCN(c3ncccn3)CC2)c1,13%
2%,0%,COc1ccc(C(CC(=O)O)NS(=O)(=O)c2ccc(C)cc2)cc1 (stereo not given),-13%
10%,-6%,CCCC(=O)Nc1ccc2oc(-c3ccc(OC)c(Br)c3)nc2c1,7%
0%[56.1 µM],0%,O=C(C1CCN(Cc2ccccc2)CC1)N1CCCC1,6%
9%,-15%,O=C(CCC1N=C2c3ccccc3N=C(SCc3ccc(Cl)cc3)N2C1=O)NC1CCCCC1 (stereo not given),·
3%,-5%,COCCNC(=O)c1ccc2nc(Cc3ccccc3)oc2c1,·
1%,2%,CN(C(=O)c1ccc(Cl)cc1)C1CCS(=O)(=O)C1 (stereo not given),·
-1%,1%,CCOc1ccc(NC(=O)N2CCC(NC(=O)C(Cc3ccc(OC)c(OC)c3)NC(C)=O)CC2)cc1 (stereo not given),7%
11%,9%,Cc1cc(C(=O)CSc2n[nH]c(N)n2)c(C)n1-c1ccc2c(c1)OCO2,-2%
-6%,-2%,O=C(NC(Cc1c[nH]c2ccccc12)C(=O)O)c1ccc(F)cc1 (stereo not given),13%

# Look-ups from the list.
# `CCc1ccc(NC(=O)Nc2ccc3c(c2)CCC3)cc1` in N370S GC reads 6%
# `CN(C(=O)c1ccc(Cl)cc1)C1CCS(=O)(=O)C1` (stereo not given) in FEN1 inh reads 2%
# `Cc1ccc(-n2c(C)nnc2SCC(=O)NC2CC2)cc1` in FEN1 inh reads -5%
# `Cc1c(C(N)=O)nnn1-c1ccc(Br)cc1` in FEN1 inh reads 9%
# `Cc1ccc(NC(=O)CSCC(=O)Nc2ccc(N3CCOCC3)cc2N2CCOCC2)cc1` in TDP1 block reads 0%

# (more compounds)
TDP1 block,FEN1 inh,structure,N370S GC
-2%,5%,CCCn1c(N)c(C(c2ccc(OC)cc2)N2CCN(c3ccccc3)CC2)c(=O)[nH]c1=O (stereo not given),·
5%,-16%,Cc1onc(-c2ccccc2)c1C(=O)Nc1ccc2c(c1)OCO2,-17%[2.35 µM]
-1%,11%,CCc1ccc(N2CC(C(=O)Nc3ccc4c(c3)OCO4)CC2=O)cc1 (stereo not given),·
0%,8%,O=C(CSc1nc2[nH]ncc2c(=O)[nH]1)Nc1ccc(F)cc1,3%
1%,4%,CC[C@]12c3[nH]c4ccccc4c3CCN1C(=O)C(CC(=O)NCCN1CCOCC1)C[C@@H]2C(=O)N1CCN(C(=O)c2ccco2)CC1 (stereo not given in full),·
3%,5%,COC(=O)c1sccc1NN1C(=O)c2ccccc2C1=O,-3%
-7%,13%,CCC(=O)c1ccc(OCC(=O)Nc2ccc(N3CCCCC3)cc2)cc1,·
0%,-2%,Cc1ccc(OCCCC(=O)Nc2ccc(Cl)c(S(=O)(=O)N3CCOCC3)c2)cc1,·
7%,-4%,CC1(C)C=Cc2c(c3c(c4c(=O)c(-c5ccc(O)cc5)coc24)OC(C)(C)CC3)O1,14%
·,3%,Cc1ccc(C(CNC(=O)C(=O)Nc2ccc3c(c2)OCCO3)N2CCN(C)CC2)cc1 (stereo not given),-24%
2%,15%,COc1ccc(NC(=O)Cn2nc3c(cc2=O)CCCC3)cc1Cl,·
3%,24%,O=C(NNC(=S)NC1CCCCC1)c1ccccc1Br,0%
-8%&6%,13%&-9%,O=C(CNS(=O)(=O)c1ccc(Br)s1)N1CCN(c2ccc(F)cc2)CC1,-7%
7%,-1%,CCc1ccc(N2CC(C(=O)NC3CC3)CC2=O)cc1 (stereo not given),-3%
3%,32%,COc1cccc(SCc2noc(C(=O)NCC3CCCO3)c2C(=O)O)c1 (stereo not given),·
4%,-9%&-16%,Cc1ccc(OCC(O)Cn2c(=N)n(CCN3CCCCC3)c3ccccc32)cc1 (stereo not given),-11%
·,-8%,CC(Oc1ccc(Br)cc1Cl)C(=O)Nc1ccncc1 (stereo not given),-7%
·,-6%,COc1ccc(C(=O)Nc2c(-c3ccccc3)nc3ccccn23)c(OC)c1,-15%
·,-2%,O=[N+]([O-])c1ccccc1/C=C/CN1CCCCC1CO (stereo not given),-8%
4%,-7%,C=CCn1c(C)cc(C(=O)COC(=O)CNC(=O)c2ccccc2)c1C,10%
7%,-2%,CCN1CCC(N(Cc2ccc(F)cc2)C(=O)Nc2ccc(C)c(F)c2)CC1,·
9%,-3%,Cc1cc(/C=C2\SC(=O)NC2=O)c(C)n1-c1ccc(N2CCOCC2)cc1,-20%
0%,-5%,Cc1c(Cl)c([N+](=O)[O-])nn1CC(=O)Nc1ccc2c(c1)OCO2,1%
-6%,-5%,CC(C)(SC(=S)N1CCOCC1)C(=O)O,5%
9%,-17%,CC(=O)c1ccc(-c2c(C3C4C=CCC(C)C4C(=O)N3Cc3ccccc3)ccc3ccccc23)cc1 (stereo not given),-2%
-4%,-3%,CCC(C)NC(=O)C1CCC(=O)N1Cc1ccc(C)cc1 (stereo not given),10%
3%,29%,CCOC(=O)Nc1ccc2c(c1)N(C(=O)N1CCN(C)CC1)c1ccccc1CC2,6%
8%,1%,Cc1ccc(Nc2c(-c3ccc(O)cc3)nc3cccc(C)n23)cc1,·
5%,-2%,COCC(=O)NC1CCN(CC(=O)Nc2ccc(OC)cc2[N+](=O)[O-])CC1,0%
5%,4%,COCCn1c(SCC(=O)Nc2ccc(Cl)cn2)nnc1-c1ccncc1,2%

# Next section; it opens with the 4 that closed the last part.
TDP1 block,FEN1 inh,structure,N370S GC
3%,29%,CCOC(=O)Nc1ccc2c(c1)N(C(=O)N1CCN(C)CC1)c1ccccc1CC2,6%
8%,1%,Cc1ccc(Nc2c(-c3ccc(O)cc3)nc3cccc(C)n23)cc1,·
5%,-2%,COCC(=O)NC1CCN(CC(=O)Nc2ccc(OC)cc2[N+](=O)[O-])CC1,0%
5%,4%,COCCn1c(SCC(=O)Nc2ccc(Cl)cn2)nnc1-c1ccncc1,2%
8%,-6%,CN(C)CCCNC(=O)c1ccccn1,4%
1%,-16%,Cc1ccc(-c2nc(CS(=O)(=O)CC(=O)NCCN3CCCC3)c(C)o2)cc1,-3%
5%,21%,Cc1ccc(-n2ccnc(NCCc3ccc(S(N)(=O)=O)cc3)c2=O)cc1C,·
·,-5%,Cc1cc(C)cc(C(=O)NCCCN2CCOCC2)c1,0%
·,14%,Nc1[nH]c(=O)[nH]c(=O)c1N=Nc1ccc(C(=O)O)cc1,-7%
2%,7%,COc1ccc(CNC(=O)CSc2nc(C)cs2)cc1,-12%
·,3%,c1ccc2c(Nc3nc(-c4ccncc4)nc4ccccc34)cccc2c1,?
7%,-3%,COc1ccc(Cl)cc1NC(=O)c1cc2nc(-c3ccc4c(c3)OCO4)cc(C(F)(F)F)n2n1,·
5%,1%,O=S1(=O)CC(O)C(NCCO)C1 (stereo not given),-6%
0%,14%,CCOC(=O)C1CCCN(C(=O)c2ccc(C)c(S(=O)(=O)N3CCCCC3)c2)C1 (stereo not given),·
·,-20%,CC(C)C[C@H](NC(=O)c1nc[nH]c1C(=O)NCC(=O)OCc1ccccc1)C(=O)OC(C)(C)C,24%

# 2 of these compounds in a different format:
molecule,TDP1 block,FEN1 inh,N370S GC
c1ccc2c(Nc3nc(-c4ccncc4)nc4ccccc34)cccc2c1,·,3%,?
COc1ccc(Cl)cc1NC(=O)c1cc2nc(-c3ccc4c(c3)OCO4)cc(C(F)(F)F)n2n1,7%,-3%,·

# Screening data deposited in PubChem by National Center for Advancing Translational Sciences (NCATS).
